Bioassay records (PubChem BioAssay)
GLD-1 RNA inh: GLD-1/TGE RNA complex disruptors, primary screen, biochemical, fluorescence polarization. Female germline-specific tumor suppressor gld-1 (Caenorhabditis elegans), Q17339. purified GLD-1 + fluorescein TGE RNA. inhibition, % at 5.96 µM. hit rate 0.44% among 320,000. AID 2280, 2010;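 active = percent inhibition above a per-plate cutoff, the plate mean of test compounds plus 3 SD, cut at about 30% in these data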;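 note: 0% = DMSO wells with GLD-1 and probe and 100% = wells lacking GLD-1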
AGP1-GFP MLPCN: modulators of AGP1-GFP expression in yeast TOR pathway, primary screen, cell-based, multiplex flow cytometry, S. cerevisiae, MLPCN library; 3 h; GFP as percent of DMSO wells; GFP response vs DMSO, % at 10 µM; hit rate 0.02% among 320,000; AID 2066, 2009;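 active = GFP response relative to DMSO above a set limit, near screen average plus 3 SD, cut at about 150% in these data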;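 note: median GFP channel fluorescence of the gated AGP1 strain per well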
BCLXL inh: inhibitors of human Bcl-xL, primary screen, biochemical, fluorescence polarization, HTS. Bcl-2-like protein 1 (Homo sapiens), Q07817. GST-Bcl-xL / FITC-Bim BH3 peptide fluorescence polarization. inhibition, % at 10.9 µM. hit rate 0.7% among 320,000. AID 2129, 2009;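 active = inhibition above the mean of all tested compounds plus 3 SD, cutoff set per campaign, cut at about 30% in these data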;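 note: 0% = DMSO wells and 100% = unlabeled Bim-BH3 peptide competitor; inhibitors lower millipolarization by displacing the labeled peptide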
Target sequence (Q07817 whole entry, looked up): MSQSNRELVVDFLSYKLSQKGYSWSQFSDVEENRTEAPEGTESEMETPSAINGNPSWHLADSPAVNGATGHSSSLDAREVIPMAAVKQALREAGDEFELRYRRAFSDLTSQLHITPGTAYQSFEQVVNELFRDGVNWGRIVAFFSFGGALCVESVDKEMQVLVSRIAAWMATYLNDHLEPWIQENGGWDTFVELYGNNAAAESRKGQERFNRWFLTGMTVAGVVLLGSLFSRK
CIT2 TOR yeast: modulators of CIT2-GFP expression in yeast, primary screen, S. cerevisiae, GFP fusion, multiplex flow cytometry, MLPCN library; S. cerevisiae CIT2-GFP strain, 3 h; 100 means same as DMSO wells; GFP response vs DMSO, % at 10 µM; hit rate 0.065% among 320,000; AID 2029, 2009;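 active = GFP response relative to DMSO above a set limit, near the screen mean plus 3 SD, cut at about 150% in these data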;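 note: ratio of well median GFP fluorescence to mean of DMSO wells on the plate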
Fam108B inh: mouse Fam108B serine hydrolase inhibitors, primary screen, counter-screen for RBBP9 inhibitor project, biochemical, fluorescence polarization | inhibition, % at 9.51 µM | hit rate 0.33% among 300,000 | recombinant Fam108B, FP-Rh probe fluorescence polarization;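 active = inhibition above the screen mean inhibition plus 3 SD, computed separately per campaign, cut at about 18% in these data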;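 note: inhibitors lower polarization as less probe binds the enzyme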
MEX-5 binding: MEX-5 zinc finger RNA-binding disruptors – biochemical, C. elegans, fluorescence polarization, MLPCN library, primary screen; hit rate 0.38% among 300,000; activity score (negative = inhibition of binding), % at 10 µM; Zinc finger protein mex-5 (Caenorhabditis elegans), Q9XUB2; MEX-5/FITC-TCR2 RNA binding; stronger effect = lower value;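 active = inhibition past about -25% in most replicates, and total fluorescence under double the plate's negative control median, limit read from the data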;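 note: 0% = DMSO and -100% = 5 µM competing unlabeled TCR2 RNA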
VLA-4 inh: inhibition in human VLA-4 binding assay, primary screen, VLA-4 allosteric modulator project, MLPCN library, flow cytometry, VLA-4 expressing cells; Integrin alpha-4 (Homo sapiens), P13612; ligand binding flow cytometry; inhibition, % (about 7 µM as worked out from the volumes in the protocol); hit rate 0.2% among 330,000; AID 2557, 2010; in the data active = inhibition above about 50%
MCL1-BIM inh: inhibitors of MCL1 binding to BIM-BH3, primary screen, biochemical, fluorescence polarization; GST-MCL1 / FITC-Bim-BH3 fluorescence polarization; Induced myeloid leukemia cell differentiation protein Mcl-1 (Homo sapiens), Q07820; inhibition, % at 10.9 µM; hit rate 0.68% among 320,000; AID 2057, 2009;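 active = inhibition above the mean inhibition of all tested compounds plus 3 SD, set per campaign, cut at about 40% in these data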;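 note: 0% = DMSO wells and 100% = unlabeled Bim-BH3 peptide control; higher means more loss of mP so more displacement of Bim peptide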
GRK2 inh: compounds blocking aptamer binding on GRK2 – biochemical, human GRK2, bead flow cytometry, HTS, primary screen. FAM-aptamer displacement from GRK2. inhibition of aptamer binding, % at 10 µM. hit rate 0.59% among 330,000. AID 488847, 2010;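 active = inhibition of aptamer binding above 40%, roughly 3 SD of noise, on plates passing a quality check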;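 note: median bead fluorescence of bound FAM aptamer so fluorescent compounds give negative values; no value below 0 was filed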
Target sequence (P25098 whole entry, looked up): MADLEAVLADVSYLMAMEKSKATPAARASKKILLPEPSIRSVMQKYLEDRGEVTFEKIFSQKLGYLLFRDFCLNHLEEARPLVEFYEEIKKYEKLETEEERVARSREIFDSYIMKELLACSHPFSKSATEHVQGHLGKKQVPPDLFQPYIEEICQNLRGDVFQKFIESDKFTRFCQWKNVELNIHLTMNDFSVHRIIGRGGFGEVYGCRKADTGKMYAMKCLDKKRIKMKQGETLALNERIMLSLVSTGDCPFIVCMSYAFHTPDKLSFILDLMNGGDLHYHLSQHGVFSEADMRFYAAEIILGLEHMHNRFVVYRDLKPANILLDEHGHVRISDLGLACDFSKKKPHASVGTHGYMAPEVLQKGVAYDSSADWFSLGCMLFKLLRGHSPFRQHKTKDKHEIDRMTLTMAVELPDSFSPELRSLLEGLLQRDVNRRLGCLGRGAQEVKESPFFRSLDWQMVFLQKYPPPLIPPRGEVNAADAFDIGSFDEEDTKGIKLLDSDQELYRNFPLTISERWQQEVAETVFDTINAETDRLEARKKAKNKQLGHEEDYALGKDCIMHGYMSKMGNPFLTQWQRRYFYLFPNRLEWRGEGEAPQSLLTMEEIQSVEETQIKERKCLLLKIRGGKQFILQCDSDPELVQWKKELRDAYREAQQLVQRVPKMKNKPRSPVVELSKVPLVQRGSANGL
Active calls of the source: *; nt = not tested or not shown.

SMILES | GLD-1 RNA inh | AGP1-GFP MLPCN | BCLXL inh | CIT2 TOR yeast | Fam108B inh | MEX-5 binding | VLA-4 inh | MCL1-BIM inh | GRK2 inh
COP(=O)(CC(=O)c1ccccc1)CC(=O)c1ccccc1 | 3 | 97 | 9 | 96 | -2 | 0.8 | -2 | 6 | 1
COc1ccccc1C(=O)C1CCCN(C(=O)c2ccco2)C1 (centres undefined) | 3 | 110 | 4 | 104 | 1 | 1.5 | -11 | 8 | 3
O=C(COC(=O)C1CC2C=CC1C2)NCCc1ccccc1 (centres undefined) | -6 | 96 | -14 | 95 | -1 | 0.5 | 3 | -11 | 0
CCOC(=O)C1=C(C)N(C)C(=S)NC1c1ccccc1 (centres undefined) | -4 | 100 | 8 | 104 | -3 | -0.2 | -5 | 17 | 0
CCOc1ccc(/C(O)=C2/C(=O)C(=O)N(c3nc(C)c(C)s3)C2c2ccco2)cc1 (centres undefined) | 3 | 101 | 1 | 102 | 0 | -2.4 | 15 | -3 | 14
Cc1cc(=O)[nH]c(N/N=C/c2ccc(OC(=O)c3ccco3)cc2)n1 | 4 | 105 | -1 | 108 | -2 | -0.5 | -15 | 5 | 0
COc1ccc(-c2cc(C(=O)Nc3ccccc3F)on2)cc1 | 4 | 112 | -2 | 102 | -7 | 1.7 | -1 | 3 | 5
O=C(NCC1(N2CCOCC2)CCCCC1)c1ccc(Cl)c(S(=O)(=O)NCc2ccco2)c1 | 3 | 107 | 4 | 106 | 0 | 0.2 | 0 | 1 | 0
CCOC(=O)c1sc(=NC(=O)c2ccc(Br)cc2)n(C)c1C | -1 | 95 | 3 | 97 | 1 | -2.7 | -2 | -1 | 2
CCCn1c(N)c(NCCN2CCOCC2)c(=O)[nH]c1=O | 28 | 102 | 33* | 96 | -2 | -31* | 9 | 25 | 2
COc1ccccc1CNC(=O)C1=CCN(S(=O)(=O)c2ccc(C)cc2)CC1 | 0 | 102 | -1 | 97 | 0 | 0.6 | -5 | -2 | 6
CCN(CC(=O)Nc1ccc(NC(C)=O)cc1)C(=O)/C=C/c1ccc2c(c1)OCO2 | 7 | 108 | 0 | 99 | -2 | -0.1 | 9 | 2 | 2
Cc1ccc(C)c(-n2c(CNC(=O)c3ccco3)nnc2SCC(=O)Nc2nccs2)c1 | 5 | 100 | 1 | 97 | -2 | nt | 12 | 8 | 3
CN(C)/C=C(\C#N)C(=O)c1cccnc1Oc1ccc(F)cc1F | 5 | 106 | 0 | 109 | 0 | -1.7 | 4 | 2 | 0
COc1ccccc1N/N=C(\C#N)C(=N)N1CCOCC1 | -2 | 98 | 9 | 102 | 5 | 0.6 | 0 | 6 | 3
COc1ccc(-c2cc3nc(C)cc(C)n3n2)cc1 | 3 | 98 | -3 | 98 | -2 | -0.8 | -8 | -3 | 0
COCCN1C(=O)N(c2cccc(C)c2)C(=O)C1CC(=O)Nc1ccc(OC)cc1 (centres undefined) | -3 | 108 | 3 | 106 | 2 | 2.6 | 7 | 1 | 0
O=C(O)CNC(=O)CC1S/C(=N/N=C2/NC(=O)CS2)NC1=O (centres undefined) | -9 | 97 | 1 | 102 | -5 | 1.1 | 2 | 12 | 0
O=C(N/N=C/c1cc(Cl)ccc1O)C(=O)Nc1ccccc1OC(F)(F)C(F)F | -16 | 97 | 2 | 89 | 1 | nt | -65 | 3 | 4
CC1(C)C(=O)Nc2ccccc2N1C(=O)COC(=O)c1ccc([N+](=O)[O-])o1 | -1 | 98 | nt | 91 | nt | nt | 12 | nt | 2
CCCN(CC(=O)Nc1ccccc1OC)C(=O)c1ccc(S(=O)(=O)Nc2ccccc2)cc1 | 4 | 80 | -1 | 85 | -4 | -0.7 | -3 | -1 | 3
Cc1ccc(C)c(NC(=S)NNC(=O)c2cc3c(s2)CCC(C)C3)c1 (centres undefined) | 7 | 92 | 8 | 96 | 4 | 0.1 | -2 | 12 | 0
CNS(=O)(=O)c1ccc(NC(=O)c2ccoc2C)cc1 | 1 | 108 | 1 | 97 | -2 | -0.5 | 12 | -2 | 0
COc1ccc(NC(=O)CN2CCN(S(=O)(=O)c3ccc(Br)cc3)CC2)c(OC)c1 | 3 | 102 | 2 | 104 | -1 | -3.0 | 6 | 6 | 0
CC(C)(C)c1ccc(C(=O)Nc2sc3c(c2C(=O)O)CCC3)cc1 | -5 | nt | 7 | 86 | 6 | -0.6 | -1 | 7 | 2
CC(NC(=O)c1ccc2c(c1)OCO2)C(c1cccs1)N1CCN(c2ccccc2)CC1 (centres undefined) | 4 | 99 | 3 | 90 | 1 | nt | 16 | 0 | 0
COc1cccc(OCCOc2c(OC)cccc2OC)c1 | -1 | 88 | 5 | 77 | -4 | 2.6 | 5 | 7 | 0
O=S(=O)(c1ccc(Cl)nc1)N1CCOCC1 | 5 | 100 | nt | 104 | nt | nt | 8 | nt | 2
CC(=O)c1ccc(NC(=O)CCCN2C(=O)C(c3ccccc3)Oc3cccnc32)cc1 (centres undefined) | -2 | 101 | 1 | 105 | 0 | 1.3 | -12 | 6 | 0
O=C(c1cc(-c2ccccc2)on1)N1CCN(Cc2ccc3c(c2)OCO3)CC1 | 10 | 103 | 3 | 109 | -1 | 1.4 | 7 | -6 | 0
COC(=O)/C=C1\N/C(=N\c2nc(C)cc(C)n2)N(c2ccccc2)C1=O | -2 | 104 | 3 | 105 | 5 | 0.9 | 25 | 3 | 0
CCn1c(SCC(=O)OC)nnc1C1CCCCC1 | 8 | 103 | 2 | 101 | -1 | 0.8 | 29 | 0 | 0
COc1ccc(C)cc1S(=O)(=O)NCC(c1cccnc1)N1CCc2ccccc2C1 (centres undefined) | 10 | 96 | 7 | 97 | 0 | 1.6 | 3 | 8 | 0
N#Cc1cc(-c2ccccc2)nc(NN)n1 | 6 | 103 | 3 | 89 | -2 | -5.6 | -2 | 0 | 0
Nc1nc(CN2CCN(c3cccc(Cl)c3)CC2)nc(N2CCCc3ccccc32)n1 | 4 | 102 | 2 | 89 | 1 | 2.4 | 3 | 7 | 2
FC(F)(F)c1ccccc1NC(=S)Nc1ccccc1 | 2 | 99 | 5 | 95 | 2 | 0.8 | 25 | 6 | 12
CCOC(=O)C(C)N1C(=O)S/C(=C/c2ccc3c(c2)n(C)c(=O)n3C)C1=O (centres undefined) | -12 | 100 | 4 | 100 | -2 | -4.4 | 2 | 14 | 0
O=C(CCCOc1ccc(Br)cc1)Nc1nnc(C2CC2)s1 | 0 | 108 | 3 | 99 | nt | nt | 8 | 3 | 2
CCOc1ccc(-n2nc3c(Cl)nnc(C)c3c2C)cc1 | -21 | 83 | -3 | 112 | 3 | 2.9 | 3 | -23 | 0
Cn1cc(SCC(=O)NCCc2ccccc2)c2ccccc21 | 5 | 97 | 7 | 102 | 3 | -0.2 | 0 | 2 | 2
CCOC(=O)c1cc(-c2ccc(C)cc2)n(CCC(=O)NCCCOC)c1C | 0 | 95 | 3 | 95 | 1 | 6.0 | -10 | -2 | 0
CN(C)S(=O)(=O)N1CCC(n2nccc2NC(=O)CCc2ccccc2)CC1 | 4 | 98 | 5 | 96 | 0 | 3.4 | 31 | -1 | 1
c1cncc(-c2nc(-c3ccc4c(c3)OCO4)cs2)c1 | 9 | 84 | 1 | 82 | 5 | -0.9 | -2 | -3 | 4
CCOC(=O)C1=C(C)N(c2ccccc2)C(=O)C1 | 9 | 105 | 9 | 98 | -1 | 1.4 | -19 | 1 | 0
Cc1ccc(CNc2ccc(N3C(=O)CCCC3=O)cc2[N+](=O)[O-])cc1 | 0 | nt | 6 | nt | 12 | -3.6 | -3 | 1 | 0
COc1cc(NC(=O)c2ccc(F)cc2)ccc1NC(=O)c1cc2ccccc2o1 | 5 | 38 | 0 | 99 | 4 | -2.3 | 24 | 1 | 0
COc1ccccc1C(=O)NCCC(=O)NC1=NCCS1 | -2 | 104 | -4 | 105 | nt | nt | 4 | -2 | 1
COC(=O)c1c(NC(=O)CSc2nc3nc(C)cc(C)n3n2)sc(C)c1C | 0 | 94 | 7 | 98 | -1 | -1.0 | 2 | 5 | 0
O=c1c2ccccc2c2c(O)nc(-c3ccccc3)n2n1Cc1ccccc1 | 4 | 100 | 9 | 96 | -6 | -1.7 | 8 | 8 | 0
c1ccc2[nH]c(NCCN3CCOCC3)nc2c1 | 2 | 104 | 8 | 103 | -2 | -0.4 | 10 | 1 | 0
COc1cc(C(=O)NNC(=O)CCOc2cccc(Br)c2)cc(OC)c1OC | 5 | 102 | 0 | 99 | nt | nt | 7 | -1 | 0
CN(C(=O)CS(=O)(=O)c1cn(CC(=O)N2CCOCC2)c2ccccc12)c1ccccc1 | 4 | 96 | 2 | 90 | 1 | 0.2 | 0 | 8 | 0
CN(C(=O)CSc1nnc(N)s1)c1c(N)n(Cc2ccccc2)c(=O)[nH]c1=O | 4 | 103 | 6 | 104 | 1 | -1.2 | 9 | 1 | 1
Clc1ccc(NCc2ccsc2)cc1 | -3 | 102 | -4 | 105 | 3 | 0.3 | 7 | -8 | 0
COc1ccc(CN2CCC(CO)(Cc3ccccc3C(F)(F)F)CC2)c(F)c1 | 3 | 101 | 1 | 92 | 0 | 1.8 | 0 | 1 | 0
CC(C)COC(=O)/C(C#N)=C/c1c[nH]c2ccccc12 | -90 | 89 | 5 | 100 | -6 | 1.3 | 6 | 2 | 9
Cc1ccccc1Oc1ccc(Oc2ccccc2C)nn1 | 2 | 99 | 6 | 102 | 2 | 0.1 | -11 | 6 | 1
C/C(=N/NC(N)=S)c1ccccc1[N+](=O)[O-] | 17 | 94 | 4 | 97 | 2 | -0.7 | 7 | 13 | 0
COc1ccccc1C(=O)NCCC(=O)N1CCCCCCC1 | 1 | 108 | 4 | 93 | 2 | 0.4 | 5 | 2 | 0
COc1ccc(C(=O)Nc2cccnc2)cc1S(=O)(=O)N1CCOCC1 | -11 | 92 | 5 | 95 | -2 | 1.5 | 6 | -2 | 0
O=C(NCC(c1cccs1)N1CCOCC1)c1cc(Cl)ccc1[N+](=O)[O-] (centres undefined) | 2 | 105 | 8 | 102 | 1 | -1.0 | 30 | 8 | 2

Single records, as listed above. Screens in order: GLD-1 RNA inh	AGP1-GFP MLPCN	BCLXL inh	CIT2 TOR yeast	Fam108B inh	MEX-5 binding	VLA-4 inh	MCL1-BIM inh	GRK2 inh
Profile of c1cncc(-c2nc(-c3ccc4c(c3)OCO4)cs2)c1 = 9	84	1	82	5	-0.9	-2	-3	4
Profile of O=C(NCC(c1cccs1)N1CCOCC1)c1cc(Cl)ccc1[N+](=O)[O-] (centres undefined) = 2	105	8	102	1	-1.0	30	8	2
Profile of CCOC(=O)c1cc(-c2ccc(C)cc2)n(CCC(=O)NCCCOC)c1C = 0	95	3	95	1	6.0	-10	-2	0
